# BCR signal inh = blocks chronic active B-cell receptor signaling. Potency, µM (top dose mostly 46.1 µM), without a hit: top-dose ratio change, negative = lower green/red ratio, hits mostly inhibitors. ABC-DLBCL IkBa-CBG/CBR reporter, luminescence ratio, 4 h. actives 0.05% (n = 340,000); active means well fitted inhibition curve with a large enough effect in the signal ratio, with a control signal flat, not every such curve was filed as active; inconclusive means small, poorly fitted or top-dose-only effect, or effect the other way, or a change in a side signal; the % refers to the signal ratio;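 further: potency means the concentration at half of the fitted maximal effect; plate controls were basal doxycycline-induced cells for no effect and cells given 10 µM MG132 for full effect; MG132 reads +100%, hits lower the ratio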
#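 Compounds up to 46 uM were incubated four hours with TMD8 cells whose green CBG68 luciferase is fused to IkappaBalpha; red CBR luminescence normalised the signal, and concentration-effect curves were fitted to fusion, red and ratio data.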
# PKM2 activator = PKM2 (human) enzyme activation | P14618 | purified PKM2, Kinase-Glo ATP luminescence, activation; response scale: 0% is enzyme alone, no compound | Potency, µM (doses to about 57.5 µM), without a hit: at the highest dose activation, hits mostly activators | actives 0.34% (n = 260,000); further: potency means the concentration at half of the fitted maximal effect; on the % scale 0 is the no-effect control and ±100 the full control effect; nearly all actives have a fitted effect of over 55% in size
#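 Purified hPK-M2 (>95% pure) converted ADP (0.1 mM final) to ATP with 0.5 mM PEP in 50 mM imidazole pH7.2, KCl, MgCl2, Tween 20, BSA; 1 h at room temperature. ATP detected by Kinase-Glo luminescence.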
# Giardia kill = kills Giardia lamblia; Giardia lamblia trophozoite viability; activity change, % at 7.66 µM, hits read low; actives 0.15% (n = 340,000); AID 540267; in the data active means activity change below about -80%; inconclusive means between about -30% and that limit;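 further: parasites exposed to compound for two days anaerobically before the ATP read; on the % scale 0 is the no-effect control and ±100 the full control effect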
#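 Giardia lamblia trophozoites (100 cells/well) were incubated with compounds for 48 h at 37 deg C under anaerobic conditions. Viability was read as ATP content by one-step luminescence after 15-30 min at room temperature.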
# Integrin act MD = integrin-mediated muscular dystrophy alleviation activation; alpha7betagal myoblasts, beta-gal FDG fluorescence, 48 h; Potency, µM (series often up to 38.3 µM), inactives show top-dose activation, usual class: activators; actives 0.064% (n = 350,000); AID 624291;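 further: potency means the concentration at half of the fitted maximal effect; 100% = response of the positive control SU9516; nearly all actives have a fitted effect of over 60% in size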
#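 alpha7betagal+/- myoblasts (passage 13, 250/well) treated 48 h at 37C with compounds at 1:260 dilution of DMSO stock. Lysed, then beta-galactosidase activity read as FDG fluorescence (ex 480/em 540) after 30 min, with pre-read for autofluorescence.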
# PTAP TSG101 blk = blocks PTAP/TSG101 interaction to inhibit HIV-1 budding | 340,000 tested, under 10 active | AID 493005 | Q99816 | Fluorescence polarization, FITC-PTAP peptide / Tsg101 binding | Potency, µM (series often up to 115 µM), for inactives: at the highest dose activity change, negative = inhibition, most hits filed as inhibitors; active means well fitted inhibition curve with a large enough effect in the main read-out, with a control signal flat, not every such curve was filed as active; inconclusive means small, poorly fitted or top-dose-only effect, or effect the other way, or a change in a side signal; inactive means no such curve, though single readings can be large or run the other way; further: potency means the concentration at half of the fitted maximal effect; % of control where 0% means no effect
# Target sequence (Q99816 whole entry, looked up): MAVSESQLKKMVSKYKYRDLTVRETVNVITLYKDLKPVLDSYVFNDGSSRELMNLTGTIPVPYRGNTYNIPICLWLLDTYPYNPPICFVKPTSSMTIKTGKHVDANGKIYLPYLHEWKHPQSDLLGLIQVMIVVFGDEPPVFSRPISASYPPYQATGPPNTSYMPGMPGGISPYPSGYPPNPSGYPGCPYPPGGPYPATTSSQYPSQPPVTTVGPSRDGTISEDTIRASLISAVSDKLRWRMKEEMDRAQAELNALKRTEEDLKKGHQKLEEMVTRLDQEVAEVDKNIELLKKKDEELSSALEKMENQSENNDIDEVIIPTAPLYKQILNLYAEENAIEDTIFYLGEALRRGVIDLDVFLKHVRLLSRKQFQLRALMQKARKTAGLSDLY
#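 Compounds were pin-transferred onto Tsg101 binding domain (10 uM final) in HEPES pH 7.5 buffer, then FITC-PTAP peptide was added at 50 nM final. After 20 min at RT, polarization reported peptide displacement across a qHTS concentration series.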
# Tb PFK block = T. brucei PFK enzyme inhibition. AID 485367. T. brucei PFK, ADP-Glo luminescence. actives 0.17% (n = 330,000). Potency, µM (series often up to 57.5 µM), for inactives: at the highest dose activity, negative = inhibition, usual class: inhibitors. O15648;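 further: potency means the concentration at half of the fitted maximal effect; 0% = uninhibited 1x PFK enzyme wells and -100% = no-enzyme wells; nearly all actives have a fitted effect of over 60% in size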
#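 Compounds were pin-transferred as a titration series up to 57 uM into substrate buffer (0.5 mM F6P, 0.1 mM ATP, pH 8.0), then 1.25 nM PFK was added and reactions ran 45 min before ADP-Glo detection.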
# FBPA coupling cs = coupling enzyme interference in Giardia aldolase counter-screen; coupling enzyme system counterscreen, AmpLite Red fluorescence; actives 0.67% (n = 290,000); AID 2472; activity change, negative = inhibition, % at 58.2 µM, hits read low; in the data active means activity change below about -30%; further: on the % scale 0 is the no-effect control and ±100 the full control effect
#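 Counterscreen of the coupled detection system alone, without aldolase: glyceraldehyde-3-phosphate coupling enzymes plus AmpLite Red readout. Compounds at 57.5 uM final, 10 min RT preincubation, 20 min RT reaction, fluorescence 525/598 nm.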
# S-ASM inh = blocks human secretory acid sphingomyelinase | P17405 | placental ASM, HMU-PC fluorogenic substrate, 60 min | Potency, µM (titrated, usually from 57.5 µM), without a hit: at the top dose activity change, negative = inhibition, actives largely listed as inhibitors | actives 0.006% (n = 340,000) | AID 504937; further: potency means the concentration at half of the fitted maximal effect
#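 Steps: dispense placental human ASM, pin compound, wait 10 min at room temperature, add HMU-PC0 substrate at 9 uM final, incubate 60 min at 37 °C, add stop solution raising pH to 10, read fluorescence.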
# B2AR arrestin = agonists driving beta-arrestin recruitment to human beta2-adrenergic receptor. beta-arrestin recruitment to beta2AR, cell-based reporter. actives 0.02% (n = 330,000). P07550. Potency, µM (series often up to 46.1 µM), inactives show top-dose activation, usual class: activators;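 further: potency means the concentration at half of the fitted maximal effect; 0% = DMSO controls and full agonism = EC100 isoproterenol or metaproterenol; nearly all actives have a fitted effect of over 65% in size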
# GALK inh = blocks human galactokinase activity. P51570. Purified GALK, Kinase-Glo residual ATP luminescence. Potency, µM (top dose mostly 57.5 µM), inactives show top-dose activity change, negative = inhibition, most hits filed as inhibitors. actives 0.007% (n = 270,000). AID 1868; further: potency means the concentration at half of the fitted maximal effect; on the % scale 0 is the no-effect control and ±100 the full control effect
#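 Human GALK (5 nM) with 35 uM ATP and 100 uM galactose in 20 mM HEPES pH 8.0, 5 mM MgCl2, 60 mM NaCl, 1 mM DTT, 0.01% BSA. After 1 h at room temperature, leftover ATP was read by Kinase-Glo Plus luminescence.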
# Menin-MLL TR inh = inhibitors of human menin-MLL interaction, mutant MLL peptide; actives 0.23% (n = 270,000); Menin + Texas Red MLL mutant peptide, fluorescence polarization; Potency, µM (top dose mostly 61.6 µM), for the others: at the highest dose FP activity change, negative = inhibition, most hits filed as inhibitors; O00255; AID 1768; active means well fitted inhibition curve with a large enough effect in the polarisation, with a control signal flat, not every such curve was filed as active; inconclusive means small, poorly fitted or top-dose-only effect, or effect the other way, or a change in a side signal; inactive means no such curve, though single readings can be large or run the other way; the % refers to the polarisation; further: potency means the concentration at half of the fitted maximal effect; % of control where 0% means no effect; many of its hits are not listed in these tables
# Target sequence (O00255 whole entry, looked up): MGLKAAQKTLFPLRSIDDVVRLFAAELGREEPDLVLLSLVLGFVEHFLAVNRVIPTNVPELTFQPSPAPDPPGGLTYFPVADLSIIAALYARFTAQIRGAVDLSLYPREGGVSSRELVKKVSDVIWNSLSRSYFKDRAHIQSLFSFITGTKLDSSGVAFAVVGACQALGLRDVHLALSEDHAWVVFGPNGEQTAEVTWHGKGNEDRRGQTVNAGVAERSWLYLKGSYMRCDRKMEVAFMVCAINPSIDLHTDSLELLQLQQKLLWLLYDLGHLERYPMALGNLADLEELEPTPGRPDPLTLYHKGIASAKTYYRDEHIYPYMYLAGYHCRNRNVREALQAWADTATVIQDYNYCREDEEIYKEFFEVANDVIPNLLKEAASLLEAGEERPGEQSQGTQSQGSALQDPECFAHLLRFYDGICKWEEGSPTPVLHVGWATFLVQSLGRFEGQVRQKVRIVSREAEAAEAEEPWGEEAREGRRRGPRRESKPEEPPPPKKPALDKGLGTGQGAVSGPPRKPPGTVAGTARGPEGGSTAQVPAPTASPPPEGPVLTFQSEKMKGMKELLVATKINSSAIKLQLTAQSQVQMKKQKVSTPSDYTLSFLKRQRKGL
# Active calls of the source: *; ? = inconclusive; . = no result given; [ ] = remark or other dose. Unless noted, the call rests on the fitted dose curve; in most records, active means well fitted curve in the direction sought with a large enough effect; inconclusive means small, poorly fitted or top-dose-only effect, or another doubt; inactive means no such curve, though single readings can be large; an effect the other way counts as inactive or inconclusive. The list is partial. The share of hits here may be higher or lower than overall.
SMILES,BCR signal inh,PKM2 activator,Giardia kill,Integrin act MD,PTAP TSG101 blk,Tb PFK block,FBPA coupling cs,S-ASM inh,B2AR arrestin,GALK inh,Menin-MLL TR inh
NC(=O)c1cc(S(=O)(=O)NCCc2ccccc2)cs1,1%,.,-2,9%,-2%,-1%,-3,3%,-0.4%,9%,-2%
CCCCCOc1ccc(C(=O)CCC(=O)Nc2ccc(NC(C)=O)cc2)cc1,5%,.,0,18%,-1%,-4%,1,-1%,0.0%,.,19%
COc1cccc(N/C=C/C(=O)c2ccc(OC)c(OC)c2)c1,?,-8%[11.5 µM],11,0%,-2%,4%,-1,89%[activator],9.8%,6%,-1%
COc1cc(/C=N/NC(N)=O)ccc1OC(=O)c1cccs1,?,-8%,1,2%,-1%,1%,0,-1%,-0.2%,1%,10%
O=C(CN1CCN(c2ccc(O)cc2)CC1)Nc1cc(S(=O)(=O)N2CCOCC2)ccc1Cl,-9%,-4%,-16,?,-3%,-18%,-12,-1%,-0.4%,1%,-6%
Cc1cccc(-c2n[nH]c(=S)n2-c2ccccc2)c1[N+](=O)[O-],4%,?,14,10%,-2%,10%,0,-2%,-0.8%,2%,15%
COc1ccc(OC)c(-n2nnnc2SCC(=O)Nc2ccccc2N2CCOCC2)c1,20%,10%,14,9%,-5%,6%,-1,-1%,0.1%,1%,-24%
COc1cc(CO)cc(Br)c1OCC(=O)Nc1cccc2ccccc12,-2%,-38%,1,15%,-2%,3%,-3,2%,0.2%,0%,15%
Nc1cccc(CP(=O)(c2ccccc2)c2ccccc2)c1,1%,.,1,-3%,0%,5%,.,3%,-0.2%,.,.
COc1ccc(S(=O)(=O)N(CC(=O)NCc2cccnc2)Cc2ccccc2)cc1,?,-2%,10,7%,1%,-2%,-2,4%,-0.2%,3%,0%
O=C(Nc1ccccc1Sc1ccccc1)c1ccccc1,20%,-4%,-7,17%,0%,2%,0,-4%,0.0%,-2%,-4%
O=C(COc1ccccc1Cl)Nc1ccccc1C(=O)Nc1cccc(C(=O)O)c1,0%,.,-19,28%,-1%,?,.,-1%,-1.1%,-4%,.
O=C(CSc1nnnn1-c1ccccc1)N1CCc2ccccc2C1,-1%,-14%,-3,-6%,1%,0%,-8,4%,0.2%,-2%,-3%
COc1ccc(N2C(=O)C3CCCN3C2c2cccc(C)c2)cc1Cl (centres undefined),-16%,-23%,-5,4%,-6%,-1%,-2,-2%,0.0%,0%,-2%
C=CCn1c(SCc2ccccc2C#N)nnc1-c1cc(Br)ccc1O,6%,-1%,-2,-14%[7.66 µM],-5%,0%,0,-2%,0.2%,3%,0%
CC1=C(C#N)C(=O)N(C2CCS(=O)(=O)C2)C(=O)/C1=C\c1ccc(C)o1 (centres undefined),?,?,.,.,.,?,-22,.,-1.8%,-7%,.
CN(C)S(=O)(=O)c1cc(C(=O)Nc2ccn(C)n2)c(Cl)cc1Cl,4%,.,5,-4%,-1%,-2%,.,2%,0.2%,.,.
C/C(CC(=O)Nc1ccc(Cl)cc1C(F)(F)F)=N\NC(N)=S,11µM*,8%,17,10%,0%,0%,-1,4%,12%,0%,.
O=C(NCc1cccnc1)C1CCN(c2ccc(S(=O)(=O)N3CCOCC3)cc2Cl)CC1,?,3%,-12,-16%,-1%,1%,-1,3%,-0.2%,-3%,-8%
COc1cccc(NC(=O)CSc2nc3ccccc3cc2Cc2ccccc2)c1,?,6%,9,-2%,-6%,3%,0,-11%,-0.2%,2%,4%

# Sorted by the number under PTAP TSG101 blk (largest number first): three from the list above
SMILES,PKM2 activator,Integrin act MD,PTAP TSG101 blk,Tb PFK block,S-ASM inh,B2AR arrestin,GALK inh,Menin-MLL TR inh
CN(C)S(=O)(=O)c1cc(C(=O)Nc2ccn(C)n2)c(Cl)cc1Cl,.,-4%,-1%,-2%,2%,0.2%,.,.
Cc1cccc(-c2n[nH]c(=S)n2-c2ccccc2)c1[N+](=O)[O-],?,10%,-2%,10%,-2%,-0.8%,2%,15%
C=CCn1c(SCc2ccccc2C#N)nnc1-c1cc(Br)ccc1O,-1%,-14%[7.66 µM],-5%,0%,-2%,0.2%,3%,0%

# Next part.
SMILES,BCR signal inh,PKM2 activator,Giardia kill,Integrin act MD,PTAP TSG101 blk,Tb PFK block,FBPA coupling cs,S-ASM inh,B2AR arrestin,GALK inh,Menin-MLL TR inh
CC(=NCc1ccncc1)C1=C(O)c2ccccc2C1=O,?,3%,.,.,.,2%,2,.,0.2%,-2%,.
CS(=O)(=O)Oc1ccc(/C=N/NC(=O)c2ccncc2)cc1,0%,-16%,11,2%,-1%,-5%,1,0%,-1.0%,0%,5%
CC(C)CC(O)(CC(C)C)C(=O)NNc1ccccc1,2%,-1%,-2,9%,-1%,-5%,1,0%,-0.2%,0%,-3%
CCCn1c(N2CCN(CC(=O)c3c(C)n(C)c4ccccc34)CC2)nc2c1c(=O)[nH]c(=O)n2C,-4%,19%,-4,25%,-4%,3%,2,2%,-0.3%,-1%,-20%
O=C1CCCc2c1cc(C(=O)NCc1ccco1)c(=O)n2-c1ccccc1,0%,-5%,-16,-11%,-6%,-3%,2,1%,-1.3%,1%,0%
Cc1ccc(S(=O)(=O)Oc2ccccc2/C=N/NC(=O)c2nn(C)cc2[N+](=O)[O-])cc1,-3%,1%,26,-19%,-3%,2%,-1,-5%,-1.0%,2%,8%
COc1ccc(CC(=O)Nc2nc(-c3ccc(F)c(F)c3)cs2)cc1,?,4%,-13,-18%,0%,-23%,0,-4%,-1.1%,4%,?
COc1ccc(Br)cc1S(=O)(=O)n1nc(C)cc1C,2%,-4%[11.5 µM],-10,-24%,-1%,0%,-4,2%,-0.1%,-3%,-3%
COc1ccc(S(=O)(=O)N(C)Cc2cccs2)cc1Br,1%,3%,-3,-4%,-6%,-3%,-2,-2%,0.2%,1%,.
COc1cccc(C2CC(=O)Nc3cc4c(cc32)CCC4)c1 (centres undefined),?,3%,-1,-45%,-3%,9%,2,-3%,-0.3%,-2%,?
c1nc(NCCN2CCOCC2)c2c3c(sc2n1)CCCCC3,-2%,5%,-6,12%,-2%,0%,0,7%,0.1%,7%,-8%
CCOC(=O)c1c(C)n(O)c2ccc(Cl)cc2c1=O,-3%,14%,41[activator],1%,1%,4%,-26,27%,0.1%,-1%,0%
O=C(CN1C(=O)NC2(CCCCC2)C1=O)N1CCOCC1,?,.,7,20%,2%,0%,.,0%,0.3%,.,.
C=CCN1C(=O)CC(C(=O)NC)SC1=Nc1ccc(C(=O)OCC)cc1 (centres undefined),-2%,-10%,-8,-3%,-6%,4%,0,-2%,-0.5%,2%,6%
COC(=O)c1ccccc1NC(=O)c1noc2c1CC(C(C)(C)C)CC2 (centres undefined),3%,-1%,-7,16%[7.66 µM],-13%,5%,0,-9%,-0.6%,-5%,0%
Cc1nn2c(CN(C(=O)COc3ccccc3)c3ccccc3)nnc2c2ccccc12,7%,-7%,-17,4%,-4%,-1%,6,-1%,0.9%,0%,-13%
CN(C)Cc1nc2ccccc2c(=O)n1CC(=O)Nc1cccc(S(=O)(=O)N2CCOCC2)c1,3%,1%,6,26%,1%,1%,-1,3%,0.1%,8%,-20%
C=CCn1c(SCC(N)=O)nnc1-c1cccc(Br)c1,-2%,-11%,-2,3%,-2%,-5%,1,1%,-0.3%,-2%,3%
c1ccc2c(c1)oc1c(Nc3ccc4c(c3)OCO4)ncnc12,?,0%,0,1%,-3%,3%,1,2%,-0.3%,0%,?
Cc1cnc(NC(=O)c2ccncc2)s1,7%,1%,6,9%,-5%,1%,0,-3%,0.0%,-2%,21%

# Screens from PubChem BioAssay.
